RECQ1 inh: blocks DNA unwinding by human RECQ1; RECQ1 DNA unwinding, red fluorescence kinetic read; 240,000 compounds, 0.54% hits; P46063; AID 2549; Potency, µM (titrated, usually from 57.3 µM), inactives show at the top dose activity, negative = inhibition, hits mostly inhibitors;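 further: plate controls were vehicle for no effect and no enzyme for full effect; nearly all actives have a fitted effect of over 30% in size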
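RECQ1T1 50 nM; forked duplex (20 bp + 30-nt ss tails) 200 nM, ATP 2 mM final; pH 8.0, 2 mM MgCl2, 2.5 ug/ml poly(dI-dC); 15 min compound preincubation; discontinuous kinetic read over 2 h at RT.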
TRb-SRC2 inh: inhibitors of human thyroid hormone receptor beta-SRC2 interaction; TRbeta-SRC2 peptide binding, fluorescence polarization; receptor liganded with 1 µM T3; Potency, µM (titrated, usually from 106 µM), inactives show at the top dose activity change, negative = inhibition, hits mostly inhibitors; 280,000 compounds, 0.065% hits;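 further: plate controls were bound peptide for no effect and peptide without receptor for full effect; nearly all actives have a fitted effect of over 50% in size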
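Fluorescence polarization of 20 nM Texas Red SRC2 peptide (20-aa NR interaction domain) bound to 0.6 uM human TRb ligand-binding domain, with 1 uM T3, after 5 hr at ambient temperature; inhibition seen as decreased polarization.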
Tau FP inhib: inhibitors of human tau fibril formation; K18 P301L tau heparin fibrillization, Alexa594 FP, 6 h; P10636; Potency, µM (doses to about 57.7 µM), inactives show at the highest dose activity, negative = inhibition, hits mostly inhibitors; 280,000 compounds, 0.39% hits; AID 1468; further: nearly all actives have a fitted effect of over 55% in size
Target sequence (P10636 561-689 P618L limits assumed): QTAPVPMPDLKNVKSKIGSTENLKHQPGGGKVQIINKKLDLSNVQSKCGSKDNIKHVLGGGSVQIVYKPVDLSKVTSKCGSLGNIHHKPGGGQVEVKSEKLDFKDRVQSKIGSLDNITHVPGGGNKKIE
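Compound effects on tau fibrillization are measured by Alexa 594 fluorescence polarization (ex 555, em 632 nm). K18 P301L tau is used at 15 uM with 0.24 uM labeled tracer, and 20 uM heparin induces aggregation over 6 hr at 37 C.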
KDM4E inh: blocks human JMJD2E demethylase activity. 230,000 compounds, 1.6% hits. JMJD2E catalytic domain, FDH-coupled NADH fluorescence (FDH is formaldehyde dehydrogenase). Potency, µM (top dose mostly 57.1 µM), without a hit: top-dose activity change, negative = inhibition, actives largely listed as inhibitors; active means well fitted inhibition curve with a large enough effect, not every such curve was filed as active; inconclusive means small, poorly fitted or top-dose-only effect, or another doubt; inactive means no such curve, though single readings can be large or run the other way;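 further: 0% = wells with enzyme and -100% = buffer wells without enzyme; nearly all actives have a fitted effect of over 50% in size; many of its hits are not listed in these tables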
TR SRC2 fluor cs: counter-screen for TRb-SRC2 inhibitors: fluorescence interference | Potency, µM (doses to about 106 µM), for inactives: top-dose fluorescence change, negative = quenching | 280,000 compounds, 0.29% hits | TRb/SRC2 Texas Red total fluorescence interference; active means well fitted curve in either direction with a large enough effect; inconclusive means small, poorly fitted or top-dose-only effect
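Flags fluorescent or light-absorbing compounds by total fluorescence, S + 2P, at 555 nm excitation and 632 nm emission. Mixture: 20 nM Texas Red SRC2 peptide, 0.6 uM human TRb LBD, 1 uM T3, 5% DMSO; compound exposure 5 h at ambient temperature.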
L3MBTL1 block: inhibitors of human L3MBTL1; AID 485360; Potency, µM (series often up to 57.1 µM), for inactives: at the top dose activity, negative = inhibition, hits mostly inhibitors; AlphaScreen L3MBTL1–H3K9me1 peptide binding; Q9Y468; 230,000 compounds, 0.66% hits; further: nearly all actives have a fitted effect of over 60% in size
Target sequence (Q9Y468 whole entry, looked up): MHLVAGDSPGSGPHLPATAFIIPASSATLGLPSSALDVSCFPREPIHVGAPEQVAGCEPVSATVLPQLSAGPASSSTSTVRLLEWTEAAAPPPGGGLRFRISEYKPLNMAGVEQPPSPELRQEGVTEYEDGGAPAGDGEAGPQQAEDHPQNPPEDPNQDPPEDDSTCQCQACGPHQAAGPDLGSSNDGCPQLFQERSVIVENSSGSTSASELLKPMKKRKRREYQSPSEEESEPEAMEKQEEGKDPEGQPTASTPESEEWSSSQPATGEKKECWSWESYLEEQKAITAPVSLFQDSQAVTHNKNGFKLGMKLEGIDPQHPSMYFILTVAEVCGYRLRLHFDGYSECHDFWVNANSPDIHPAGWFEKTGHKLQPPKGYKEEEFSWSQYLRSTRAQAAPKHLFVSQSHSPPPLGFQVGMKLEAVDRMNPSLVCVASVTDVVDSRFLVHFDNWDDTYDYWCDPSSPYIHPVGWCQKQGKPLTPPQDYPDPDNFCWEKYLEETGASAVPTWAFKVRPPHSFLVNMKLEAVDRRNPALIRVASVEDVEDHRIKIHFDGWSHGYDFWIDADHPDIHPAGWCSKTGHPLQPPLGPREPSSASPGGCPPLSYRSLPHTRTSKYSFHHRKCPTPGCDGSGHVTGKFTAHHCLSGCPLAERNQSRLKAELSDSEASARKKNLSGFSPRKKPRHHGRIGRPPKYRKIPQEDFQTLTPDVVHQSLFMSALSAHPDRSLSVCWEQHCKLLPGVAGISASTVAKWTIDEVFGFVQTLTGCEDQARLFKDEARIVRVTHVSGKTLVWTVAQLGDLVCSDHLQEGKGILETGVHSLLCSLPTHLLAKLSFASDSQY
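AlphaScreen proximity signal between nickel-chelate acceptor and streptavidin donor beads (final 10 ug/mL) reports binding of 50 nM L3MBTL1 to 75 nM biotin-H3 K9me1 peptide; complex incubated with compounds 30 min at room temperature; cefsulodin titration as control.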
Tau fibril ThT: tau fibrillization inhibition (ThT binding). recombinant tau K18 P301L (four-repeat tau fragment), heparin-induced fibrillization, ThT fluorescence. Potency, µM (series often up to 57.4 µM), inactives show top-dose activity, negative = inhibition, hits mostly inhibitors. 270,000 compounds, 2.1% hits. AID 1460; further: nearly all actives have a fitted effect of over 55% in size
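Recombinant human tau K18 fragment […] carrying P301L, 15 uM unlabeled plus 0.24 uM Alexa 594-labeled, was fibrillized with 20 uM heparin in 100 mM sodium acetate pH 7 for 6 hr at 37 C; 30 uM ThT fluorescence read after 1 hr.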
RGS12 GoLoco inh: inhibitors of human Gai1-RGS12 GoLoco interaction (red fluorophore); P63096; Gai1:RGS12 GoLoco peptide FP, rhodamine, 10 min; Potency, µM (titrated, usually from 61.6 µM), for inactives: at the top dose activity, negative = inhibition, hits mostly inhibitors; 230,000 compounds, 0.44% hits; AID 880; active means well fitted inhibition curve with a large enough effect, not every such curve was filed as active; inactive means no such curve, though single readings can be large or run the other way; further: nearly all actives have a fitted effect of over 30% in size; many of its hits are not listed in these tables
Numbers without * were called inactive; i = inactive; ? = inconclusive; . = not tested or not shown; [ ] = another dose, or the depositor's remark. Unless noted, the call rests on the fitted dose curve; in most records, active means well fitted curve in the direction sought with a large enough effect; inconclusive means small, poorly fitted or top-dose-only effect, or another doubt; inactive means no such curve, though single readings can be large; an effect the other way counts as inactive or inconclusive. Unless noted, on the % scale 0 is the no-effect control and ±100 the full control effect; potency means the concentration at half of the fitted maximal effect. Not all compounds are listed, so the mix of outcomes need not match the whole.

SMILES | RECQ1 inh | TRb-SRC2 inh | Tau FP inhib | KDM4E inh | TR SRC2 fluor cs | L3MBTL1 block | Tau fibril ThT | RGS12 GoLoco inh
CC(C)Oc1ccc(CNC(=O)C2CCN(C(=O)c3sccc3-n3cccc3)CC2)cc1 | . | -1% | 3% | . | 4% | . | 2% | .
COCCNC(=O)Cc1ccc(NC(=O)N2CCCCc3ccccc32)cc1 | . | -7% | -2% | . | 2% | . | 2% | .
Cc1cccc(CSc2nc(=O)c3c(n2C)NC(=O)CC3c2cccc(O)c2)c1 (stereo unspecified) | . | -1% | 6% | . | -9% | . | 2% | .
Cc1cc2ccccc2nc1SCC(=O)Nc1nc(-c2ccccc2)cs1 | -1% | 2% | 0% | 2% | -2% | -6% | 4% | 25%
CCn1c(COc2ccccc2C)nnc1SCC(=O)Nc1ccc2c(c1)OCCO2 | i | 1% | 6% | 6% | 0% | . | -11% | 2%
COc1ccc(CC(=O)OCC(=O)NC(=O)NC(C)C)cc1 | i | -8% | 0% | 8% | 2% | . | -4% | 9%
CS(=O)(=O)c1[nH]nc(-c2ccccc2)c1C#N | -2% | 0% | -1% | 5% | -1% | 4% | 3% | 19%
Cc1ccc(C)c(CSc2nnc(CCN)o2)c1 | 1% | -5% | -1% | 7% | 3% | 6% | 7% | 1%
COc1ccc(/C=C(/NC(=O)c2ccccc2Cl)C(=O)O)cc1 | i | -2% | -2% | -11% | -1% | 4% | 0% | 9%
O=C(Cn1c(=O)nc(-c2ccccc2F)c2cc(Cl)ccc21)Nc1ccccc1C(F)(F)F | . | 1% | 3% | . | -4% | . | ? | .
c1ccc(COc2ccc(CN3CCN(c4ccccn4)CC3)cc2)cc1 | -8% | -6% | -5% | -2% | 3% | . | ? | 1%
CCOC(=O)C1CCN(C(=O)CN(c2ccc(OC)cc2)S(=O)(=O)c2c(C)nn(C)c2C)CC1 | -3% | 2% | 9% | -4% | 1% | . | -10% | 11%
Cc1cccc(NC(=O)C2CCN(c3nc4ccccc4[nH]3)CC2)c1C | . | -6% | -3% | . | -1% | . | -16% | .
O=C(NCCCN1CCOCC1)c1cc(-c2ccc3c(c2)OCO3)nc2ccccc12 | -5% | 2% | -8% | ? | 6% | 0% | -10% | 3%
CCC(=O)Nc1nnc(Cc2ccccc2)s1 | 3% | 8% | -9% | 9% | 0% | . | 10% | 9%
COc1ccc(Cc2nnc(NC(=O)c3cccs3)s2)cc1OC | -6% | 0% | -13% | -26% | -6% | . | -3% | 2%
COc1ccccc1NS(=O)(=O)c1cc(C(=O)NCc2ccco2)ccc1C | -8% | 2% | -10% | -5% | -1% | . | -17% | -1%
CCc1ccc(/C=N/NC(=O)c2ccccn2)cc1 | i | 3% | 1% | 1% | -1% | 7% | -7% | -1%
Cc1ccc(C)c(C(=O)CN2Cc3ccccc3C2=O)c1 | 1% | 2% | -1% | 3% | -5% | 1% | 8% | -2%
CN(CCC#N)CC(=O)Nc1ccc(NC(=O)CN(C)CCC#N)cc1 | -4% | 13% | 1% | 8% | -1% | 2% | 6% | -21%
COC(=O)C1=CNC=C(C(=O)OC)C1c1ccccc1Cl | -6% | 1% | 4% | ? | -5% | . | -1% | 7%
CN(c1ccc(F)cc1)S(=O)(=O)N1CCCC(C(=O)NCc2ccccc2Cl)C1 (stereo unspecified) | . | 4% | 1% | . | -2% | . | -7% | .
O=C(Nc1cccc(Cl)c1)c1ccc2c(c1)CCN2S(=O)(=O)c1ccccc1 | . | 5% | ? | . | 2% | . | 10% | .
CCOC(=O)N1CCC(c2cc(=O)n3[nH]c(C)c(-c4ccc(F)cc4)c3n2)CC1 | -21% | 7% | -1% | ? | 3% | 19% | -13% | 10%

A run of entries from further up:
SMILES | RECQ1 inh | TRb-SRC2 inh | Tau FP inhib | KDM4E inh | TR SRC2 fluor cs | L3MBTL1 block | Tau fibril ThT | RGS12 GoLoco inh
Cc1cccc(NC(=O)C2CCN(c3nc4ccccc4[nH]3)CC2)c1C | . | -6% | -3% | . | -1% | . | -16% | .
O=C(NCCCN1CCOCC1)c1cc(-c2ccc3c(c2)OCO3)nc2ccccc12 | -5% | 2% | -8% | ? | 6% | 0% | -10% | 3%
CCC(=O)Nc1nnc(Cc2ccccc2)s1 | 3% | 8% | -9% | 9% | 0% | . | 10% | 9%

Going on with the list.
SMILES | RECQ1 inh | TRb-SRC2 inh | Tau FP inhib | KDM4E inh | TR SRC2 fluor cs | L3MBTL1 block | Tau fibril ThT | RGS12 GoLoco inh
CCOc1ccc(/C(O)=C2/C(=O)C(=O)N(c3cc(C)on3)C2c2ccc(C(=O)OC)cc2)cc1 (stereo unspecified) | 8% | -2% | 3% | -2% | -1% | 5% | -18% | 16%
CCOC(=O)C(=O)Nc1ccc([N+](=O)[O-])cc1OC | -4% | -2% | -8% | -2% | -4% | 5% | -5% | -3%
NC(=O)c1cccnc1Oc1ccc(Cl)cc1 | -5% | 8% | -9% | -7% | -1% | -6% | -2% | 1%
O=C(NCCc1csc2nc(-c3ccc(F)cc3)nn12)c1ccco1 | . | -3% | -5% | . | -3% | . | -2% | .
COc1ccccc1CNC(=O)c1cn(C)c2ccc(S(=O)(=O)N(C)C3CCCCC3)cc2c1=O | . | -1% | -11% | . | -2% | . | 0% | .
COc1ccccc1N1CCN(C(=O)c2cc3c(=O)n(Cc4cccnc4)ccc3nc2C)CC1 | . | 6% | 4% | . | -4% | . | 11% | .
COc1ccccc1-c1nnc(SCC(N)=O)o1 | . | -4% | 2% | . | -5% | . | 8% | .
Cc1ccc(Cc2cnc(N3C(=N)SC(C)C3=O)s2)cc1 (stereo unspecified) | i | 2% | 0% | -3% | 0% | . | -11% | 7%
O=C(COCc1cc(-c2cccs2)on1)Nc1ccc(OC(F)(F)F)cc1 | . | -5% | -9% | . | 6% | . | 5% | .
CC(=O)NCCC(=O)Nc1cccc(S(=O)(=O)N(C)c2ccccc2)c1 | -3% | 6% | -5% | 2% | 0% | -2% | 6% | -14%
CC1(C)CC(=O)c2c(n(S(=O)(=O)c3ccccc3)c3ccc(NS(=O)(=O)c4ccccc4)cc23)C1 | -17% | 6% | -19% | -7% | ? | -5% | 7% | 1%
COc1cc2c(cc1OC)C(c1ccc3c(c1)OCO3)C1=C(CC(C)(C)CC1=O)N2 (stereo unspecified) | -5% | -1% | 9% | ? | -3% | -6% | -4% | -4%
Cc1cc(C)c([N+](=O)[O-])cc1NC(=O)CCSc1ccccc1Cl | -4% | 4% | ? | -6% | -4% | 1% | -11% | 2%
Cc1cccc(C)c1NC(=O)CNc1ncnc2sc(C)c(C)c12 | 2% | -8% | -12% | 19% | 9% | 1% | 0% | -8%
C=CCOC(=O)/C(=C/c1cccnc1)NC(=O)c1ccccc1 | -7% | 4% | -10% | -2% | 0% | 6% | 4% | -6%
O=C(NC1CCCc2c1cnn2-c1ccc(F)cc1F)c1cnccn1 (stereo unspecified) | i | -1% | -5% | -3% | -4% | -6% | 0% | 8%
N#Cc1c2c(nc(N)c1-c1ccccc1)CCCCC2 | 5% | 10% | -4% | ? | -3% | . | -1% | 2%
CC1(C)CC(=O)C2=C(C1)OC(N)=C(C#N)C2c1ccccc1[N+](=O)[O-] (stereo unspecified) | i | 6%[53 µM] | -12% | ? | 2%[53 µM] | 0% | -3% | 9%
Cc1cc(C(=O)N/N=C/c2ccc([N+](=O)[O-])cc2)c2ccccc2n1 | -5% | 0% | 7% | -4% | -2% | -13% | -12% | -7%
O=C(NCc1cccc(Cl)c1)c1ccc(NC(=O)N2CCSc3ccccc32)cc1 | . | 5% | ? | . | -1% | . | 9% | .
Cc1ccc(Sc2cnc3ccccc3n2)cc1 | -14% | -3% | -10% | -1% | -6% | . | -16% | 0%
Cc1cc(C)c2c(N=CN(C)C)c(C(=O)N3CCN(c4ncccn4)CC3)sc2n1 | 0% | 4% | 7% | -5% | 0% | 0% | -5% | 8%
COC(=O)c1ccc(N2CCC(c3cc(-c4ccc(OC)cc4)n[nH]3)CC2)c([N+](=O)[O-])c1 | -4% | -12% | ? | 3% | 0% | -18% | 3.5µM* | 3%
O=S(=O)(N1CCOCC1)N1CCCN(S(=O)(=O)N2CCOCC2)CC1 | -2% | 0% | 4% | -1% | -2% | ? | -5% | 6%

Reprinted from the part before: 2 compounds, then new ones.
SMILES | RECQ1 inh | TRb-SRC2 inh | Tau FP inhib | KDM4E inh | TR SRC2 fluor cs | L3MBTL1 block | Tau fibril ThT | RGS12 GoLoco inh
COC(=O)c1ccc(N2CCC(c3cc(-c4ccc(OC)cc4)n[nH]3)CC2)c([N+](=O)[O-])c1 | -4% | -12% | ? | 3% | 0% | -18% | 3.5µM* | 3%
O=S(=O)(N1CCOCC1)N1CCCN(S(=O)(=O)N2CCOCC2)CC1 | -2% | 0% | 4% | -1% | -2% | ? | -5% | 6%
O=C1N(c2cccc(Cl)c2)C(c2ccccc2)N2CCCN12 (stereo unspecified) | -2% | 8% | -3% | -5% | 2% | 1% | -4% | 1%
CSCCC(NC(=O)C1CCC(C)CC1)C(=O)NCCN1CCC(C)CC1 (stereo unspecified) | -10% | -11% | 5% | -3% | -1% | . | -3% | 8%
Cc1ccc(CCNC(=O)C2CCC(=O)N2C2CCCC2)cc1 (stereo unspecified) | -4% | -8% | -3% | -3% | 2% | -10% | 2% | -4%
COc1cc(CCC(=O)Nc2ccc(Br)c(C(F)(F)F)c2)cc(OC)c1OC | i | -3% | ? | 1% | -4% | -5% | -14% | 3%

Compound activity (PubChem)
